MrgX1 antagonist: antagonists of human MrgX1 receptor, primary screen, HEK293 cells, Fluo-4 calcium flux | B-score at 10 µM | BAM8-22 antagonism; stronger effect = lower value | Mas-related G-protein coupled receptor member X1 (Homo sapiens), Q96LB2 | hit rate 1.3% among 310,000 | AID 588676, 2011;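 active = calcium-response B-score plate-corrected more than 3 library SD below zero, starting fluorescence within 5 deviations, no agonist response on first addition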;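 note: peak minus trough fluorescence over baseline after final BAM8-22 challenge near maximal dose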
MrgX1 agonist: agonists of human MrgX1 receptor, primary screen, HEK293 cells, Fluo-4 calcium flux; AID 588627, 2011; hit rate 0.44% among 310,000; Fluo-4 calcium fluorescence, agonist mode; stronger effect = higher value; B-score at 10 µM; Mas-related G-protein coupled receptor member X1 (Homo sapiens), Q96LB2;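 active = calcium response B-score plate-corrected fluorescence ratio at least 3 library SD, with starting fluorescence B-score inside 5 SD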
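times = overnight plating, then 30 min 37 °C plus 30 min room-temperature dye loading | assay system = stable human MrgX1 HEK293 cell line | input = fifteen thousand cells per well | signal = kinetic calcium dye fluorescence, Fluo-4 NW | dosing = compound delivered in addition one of three | read-out = B-scored fluorescence response ratio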
AI-2 QS modul: Vibrio harveyi AI-2 quorum sensing modulators, primary screen, JMH597 strain, luminescence/OD600 ratio; Vibrio harveyi JMH597 AI-2 luminescence/OD600 ratio, 9 h; stronger effect = lower value; strain lacks LuxN and CqsS sensors; 0 = neutral-control median; activity change, % at 7.5 µM; hit rate 0.4% among 300,000; AID 2094, 2009; in the data active = activity change below about -75%, passing the limit was not always enough;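 note: luminescence divided by OD600 gain over 9 h not by final OD600 alone; inactives centre near 13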
TRPC6 inh: mouse TRPC6 channel inhibitors, primary screen, cell-based, HEK293, membrane potential dye; Short transient receptor potential channel 6 (Mus musculus), Q61143; ACh-evoked depolarization; stronger effect = lower value; B-score at 10 µM; hit rate 1.1% among 310,000;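 active = B-score under library mean minus 3 SD, initial fluorescence not abnormally high, positive integrated signal ratio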;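 note: B-score derived from integrated fluorescence ratio over the kinetic read; more negative B-score means stronger inhibition of depolarization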
MrgX1 allo act: positive allosteric modulators of MrgX1, primary screen, HEK293 cells, Fluo-4 calcium flux; FDSS; stronger effect = higher value; hit rate 0.63% among 310,000; B-score at 10 µM; AID 588675, 2011; Mas-related G-protein coupled receptor member X1 (Homo sapiens), Q96LB2;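 active = plate-corrected calcium response at least 3 library SD above typical, normal starting fluorescence, not activating the receptor alone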;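 note: compound read alongside a low EC10 to EC30 dose of BAM8-22 agonist; peak minus trough fluorescence over baseline measured at the second addition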
TRPC4 block: inhibitors of mouse TRPC4 channel, primary screen, Fluo4 calcium, HEK293 TRPC4beta/mu-opioid cells | DAMGO-evoked Fluo4 calcium flux; stronger effect = lower value | hit rate 0.39% among 300,000 | AID 2247, 2010 | B-score at 10 µM;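 active = B-score over 3 SD under the library average, no early fluorescence shift, positive overall ratio signal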
Target sequence (Q9QUQ5 whole entry, looked up): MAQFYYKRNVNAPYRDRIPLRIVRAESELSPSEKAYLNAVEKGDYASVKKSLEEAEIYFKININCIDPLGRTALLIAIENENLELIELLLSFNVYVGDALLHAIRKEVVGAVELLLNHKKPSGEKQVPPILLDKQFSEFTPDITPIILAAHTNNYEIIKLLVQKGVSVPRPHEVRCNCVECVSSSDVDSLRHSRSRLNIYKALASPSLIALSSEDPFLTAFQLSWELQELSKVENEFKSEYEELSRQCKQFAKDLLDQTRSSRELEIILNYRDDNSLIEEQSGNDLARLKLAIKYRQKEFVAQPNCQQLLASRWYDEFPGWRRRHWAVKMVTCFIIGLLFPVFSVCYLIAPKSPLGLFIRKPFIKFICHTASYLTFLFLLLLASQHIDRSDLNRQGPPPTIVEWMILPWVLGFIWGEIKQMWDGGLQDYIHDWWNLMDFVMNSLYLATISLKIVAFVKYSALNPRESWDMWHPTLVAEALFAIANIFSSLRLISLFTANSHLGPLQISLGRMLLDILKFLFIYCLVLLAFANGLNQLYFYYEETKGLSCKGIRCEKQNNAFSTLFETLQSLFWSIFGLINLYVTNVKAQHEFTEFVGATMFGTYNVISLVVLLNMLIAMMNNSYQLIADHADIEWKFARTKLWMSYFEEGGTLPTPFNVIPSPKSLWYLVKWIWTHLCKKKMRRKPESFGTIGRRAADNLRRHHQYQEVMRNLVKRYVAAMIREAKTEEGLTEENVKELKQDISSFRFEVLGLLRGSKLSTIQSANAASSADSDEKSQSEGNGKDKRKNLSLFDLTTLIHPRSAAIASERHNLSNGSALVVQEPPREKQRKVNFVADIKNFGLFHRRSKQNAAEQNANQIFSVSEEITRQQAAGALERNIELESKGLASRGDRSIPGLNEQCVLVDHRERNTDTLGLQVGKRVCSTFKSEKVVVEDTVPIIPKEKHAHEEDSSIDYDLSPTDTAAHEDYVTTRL
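Signal: kinetic Fluo4 fluorescence imaging of calcium influx. Material: stable TRPC4beta/mu-opioid receptor HEK293 cells. Probe or stimulus: DAMGO in two steps, submaximal then maximal.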
TRPC4 potent: positive allosteric modulators of TRPC4, primary screen, cell-based, mouse TRPC4beta, HEK293 mu-opioid, Fluo-4 calcium | Short transient receptor potential channel 4 (Mus musculus), Q9QUQ5 | DAMGO EC20, Fluo-4 Ca2+ flux; stronger effect = higher value | B-score at 10 µM | hit rate 0.42% among 310,000 | AID 2227, 2009;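 active = B-score of calcium response area above 5 SD of library B-scores, with initial fluorescence ratio within 5 SD of library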;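 note: B-score of integrated fluorescence ratio over time as area under calcium response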
PolyA inh: polyadenylation inhibitors in yeast reporter cells, primary screen, luminescence, S. cerevisiae | S. cerevisiae SKY197-pL101 polyadenylation reporter, beta-gal luminescence; efflux-impaired pdr1/pdr3 knockout yeast; score 100 = 6 SD above DMSO | hit rate 0.02% among 300,000 | AID 1875, 2009 | calls only at 12 µM;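 active = lowest replicate activity score at least 50, where 100 means six control SD above control mean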;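 note: yeast exposed to compound for 9 h at 30 °C; higher score means more reporter readthrough which indicates perturbed polyadenylation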
TRPC6 act: mouse TRPC6 channel activators, primary screen, cell-based, HEK293, membrane potential dye | Short transient receptor potential channel 6 (Mus musculus), Q61143 | HEK293-TRPC6 membrane potential dye fluorescence; stronger effect = higher value | B-score at 10 µM | hit rate 0.13% among 310,000 | AID 2550, 2010;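 active = B-score of the integrated fluorescence ratio above library mean plus 3 SD, and starting fluorescence ratio within library mean plus 5 SD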;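 note: higher score means more depolarization so channel activation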
HIF act: HIF pathway transcriptional activators, primary screen, cell-based, U2OS HRE-luciferase, luminescence; hit rate 0.32% among 300,000; activation, % at 7.5 µM (by protocol); U2OS HRE-luciferase reporter; normalized: DMSO 0%, desferrioxamine 100%;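 active = mean activation of at least 10% of the iron chelator positive control signal, with at least half of replicates also reaching 10%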
TRPC4 act: activators of mouse TRPC4 channel, primary screen, Fluo4 calcium, HEK293 TRPC4beta/mu-opioid cells. Short transient receptor potential channel 4 (Mus musculus), Q9QUQ5. Fluo4 calcium fluorescence; stronger effect = higher value. B-score at 10 µM. hit rate 0.49% among 310,000. AID 2237, 2010;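 active = B-score above 5 SD of library B-scores, and initial fluorescence ratio not above library mean plus 5 SD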;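 note: positive B-score marks a calcium rise read as TRPC4 activation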
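system = HEK293 cells stably co-expressing mouse TRPC4beta and mu-opioid receptor | schedule = Fluo4 dye loading 45 min at room temperature, 110 s recording | measure = B-scored integrated calcium fluorescence ratio | signal = Fluo4 calcium-sensitive dye fluorescence, kinetic, 1 Hz baseline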
Numbers without * were called inactive; i = inactive; · = not tested or not shown.

SMILES	MrgX1 antagonist	MrgX1 agonist	AI-2 QS modul	TRPC6 inh	MrgX1 allo act	TRPC4 block	TRPC4 potent	PolyA inh	TRPC6 act	HIF act	TRPC4 act
Clc1nnc(Cl)c2c1ncn2Cc1ccccc1	i	i	9	i	i	i	i	i	i	-0.3	i
Cc1c(NC(=O)Nc2ccccc2[N+](=O)[O-])c(=O)n(-c2ccccc2)n1C	i	i	2	i	i	i	i	i	i	-28	i
COCCn1c(C(C)C)nc2oc3ccccc3c(=O)c2c1=O	i	i	21	i	i	i	i	i	i	-0.5	i
O=C(NCCN1CCOCC1)c1cc([N+](=O)[O-])ccc1Cl	i	i	0	i	i	i	i	i	i	-0.7	i
CN(Cc1nc(-c2cccc(Cl)c2)no1)C1CCOCC1	i	i	7	i	i	i	i	i	i	2.8	i
CCC(=O)OCn1nnc2ccccc2c1=O	i	i	14	i	i	i	i	i	i	-0.5	i
Clc1nc(CN2CCCCC2)nc2sc3c(c12)CCCC3	i	i	28	i	i	i	i	i	i	-0.5	i
Cc1ccc(C(=O)NCC(c2ccco2)N2CCc3ccccc3C2)cc1C (configuration not stated)	i	i	3	i	i	i	i	i	i	0.2	i
COc1ccc(C)cc1NC(=O)CNC(C)C(=O)Nc1ccc(C(C)=O)cc1 (configuration not stated)	i	i	29	i	i	i	i	i	i	-0.9	i
COc1cccc(NC(=S)N2CCC(NC(=O)C3CCCCC3)CC2)c1	i	i	1	i	i	i	i	i	i	1.7	i
O=C(CSc1nnc(SCc2ccc(F)cc2)s1)Nc1ccc(C(=O)O)cc1	i	i	8	i	i	i	i	i	i	-0.7	i
Cc1ccc(-c2c(C(=O)N/N=C/c3ccsc3)nnn2-c2nonc2N)cc1	i	i	37	i	i	i	i	i	i	-0.5	i
CC(C)NC(=O)Cn1cc(C(=O)C2CC2)c2ccccc21	i	i	7	i	i	i	i	i	i	-0.1	i
c1ccc(Oc2cccc(Oc3ccccc3)n2)cc1	i	i	20	i	i	i	i	i	i	0.2	i
CCCCC(CC)C(=O)Nc1cc([N+](=O)[O-])ccc1F (configuration not stated)	i	i	17	i	i	i	i	i	i	-0.1	i

Brought forward from above: two entries; new compounds follow.
SMILES	MrgX1 antagonist	MrgX1 agonist	AI-2 QS modul	TRPC6 inh	MrgX1 allo act	TRPC4 block	TRPC4 potent	PolyA inh	TRPC6 act	HIF act	TRPC4 act
c1ccc(Oc2cccc(Oc3ccccc3)n2)cc1	i	i	20	i	i	i	i	i	i	0.2	i
CCCCC(CC)C(=O)Nc1cc([N+](=O)[O-])ccc1F (configuration not stated)	i	i	17	i	i	i	i	i	i	-0.1	i
COc1cc(Cl)ccc1OCc1cc(C(=O)N(C)Cc2nnc(C)o2)no1	i	i	29	i	i	i	i	i	i	0.1	i
CC(C)CN1CCC(CNC(=O)CCc2nnc(Cc3c[nH]c4ccccc34)o2)CC1	i	i	16	i	i	i	i	i	i	-0.9	i
O=c1[nH]c(=O)n(Cc2ccccc2)c2nc(-c3ccc(C(F)(F)F)cc3)n(CCO)c12	i	i	-14	i	i	i	i	i	i	0.0	i
O=[N+]([O-])c1cccc(-c2cn3nc(-c4ccccc4)c(-c4ccccc4)nc3n2)c1	i	i	4	i	i	i	i	i	i	-0.3	i
CN(Cc1nc(-c2cnccn2)no1)C1CC(C)(C)NC(C)(C)C1	i	i	20	i	i	i	i	i	i	0.0	i
COc1cccc(C(=O)Nc2nnc(Cc3ccc(OC)c(OC)c3)s2)c1	i	i	8	i	i	i	i	i	i	0.2	i
O=C(COC(=O)c1ccccc1OCc1ccc(Cl)cc1)NC1CC1	i	i	-6	i	i	i	i	i	i	0.3	i
COC(C(=O)Nc1ccnn1C1CCN(Cc2cccc(C)n2)CC1)c1ccccc1 (configuration not stated)	i	i	8	i	i	i	i	i	i	-0.9	i
COc1cccc(C(=O)NCC2CCCN2S(=O)(=O)c2cccs2)c1 (configuration not stated)	i	i	2	i	i	i	i	i	i	-0.4	i
CC(C)c1ccc(NC(=O)CSc2nc3ccsc3c(=O)n2CCC(=O)O)cc1	i	i	21	i	i	i	i	i	i	0.1	i
COc1cc(OC)cc(C(=O)N2CCC(C(=O)NCCc3ccccc3)CC2)c1	i	i	4	i	i	i	i	·	i	-17	i
O=C(Nc1ccccc1Cl)N1CCN(Cc2ccc3c(c2)OCO3)CC1	i	i	9	i	i	i	i	i	i	-0.3	i
Nn1c(SCC(=O)NC2CCCC2)nnc1-c1ccccc1F	i	i	24	i	i	i	i	i	i	0.0	i
NC(=O)Cn1cnc(-c2ccccc2)c1	i	i	-7	i	i	i	i	i	i	-0.1	i
COCCCNc1nc2c([nH]1)c(=O)[nH]c(=O)n2C	i	i	9	i	i	i	i	i	i	-0.4	i
COC(=O)c1ccc(C)c(NC(=O)CCc2ccc(OC)c(OC)c2)c1	i	i	26	i	i	i	i	i	i	-1.0	i
Cc1ccc([N+](=O)[O-])cc1NC(=O)CCSc1ccc(Cl)cc1	i	i	2	i	i	i	i	i	i	-0.2	i
Cc1c(C)[n+](=O)c2c(n1[O-])C(Br)CCC2Br (configuration not stated)	i	i	16	i	i	i	i	i	i	-0.7	i
O=C(c1ccncc1)N1CCc2ccccc2C1	i	i	26	i	i	i	i	i	i	-0.1	i
CN(c1cccc(NC(=O)CN(c2ccc(C34CC5CC(CC(C5)C3)C4)cc2)S(C)(=O)=O)c1)S(C)(=O)=O	i	i	3	i	i	i	i	i	i	0.1	i
Cc1c(C(=O)OCC(=O)Nc2ccccc2OC(F)F)cccc1[N+](=O)[O-]	i	i	21	i	i	i	i	i	i	-0.1	i
CC(=O)Oc1ccc(/C=C(\NC(=O)c2ccco2)C(=O)Nc2ccc(C(C)=O)cc2)cc1	i	i	19	i	i	i	i	i	i	0.4	i
CC(C)NC(=O)CC1C(=O)NCCN1CC(c1ccccc1)c1ccccc1 (configuration not stated)	i	i	9	i	i	i	i	i	i	-0.6	i
O=C(CO)N/N=C/c1ccc(Cl)cc1	i	i	18	i	i	i	i	i	i	-0.5	i
COc1nc(-c2ccc(Cl)cc2Cl)nc2ccccc12	i	i	21	i	i	i	i	i	i	1.1	i
CCOC(=O)N1CCC(NC(=O)c2ccc(Cl)cc2)CC1	i	i	18	i	i	i	i	i	i	-0.3	i
Cc1cc(C)c(S(=O)(=O)Nc2ccc(OCC(=O)O)cc2)c(C)c1	i	i	25	i	i	i	i	i	i	-0.4	i
Nc1ccc(Cc2nc3cc4ccccc4cc3[nH]2)cc1	i	i	-37	i	i	i	i	i	i	1.7	i
COc1ccc(Cc2nnc3c4cnn(C)c4ncn23)cc1	i	i	26	i	i	i	i	i	i	-0.2	i
C=CCNC(=S)NNC(=O)c1ccncc1	i	i	0	i	i	i	i	i	i	-0.2	i
Cc1cccc(N2CC34C=CC(O3)C(C(=O)O)C4C2=O)c1 (configuration not stated)	i	i	25	i	i	i	i	i	i	-1.0	i
CC(=O)/C(=N/Nc1ccccc1)Sc1nnc(C(O)c2ccccc2)n1-c1ccccc1 (configuration not stated)	i	i	19	i	i	i	i	i	i	-0.3	i
O=C1CCCc2c1cc(-c1ccccc1)n2-c1ccc(O)cc1	i	i	-4	i	i	i	i	i	i	-0.4	i
CCN(CC)C(=O)C(C)N(C#N)c1nc(NC(C)C)nc(NC(C)C)n1 (configuration not stated)	i	i	14	i	i	i	i	i	i	-0.1	i
O=C(NCCCN1CCCC1)c1cccc(N2CCCC2=O)c1	i	i	17	i	i	i	i	i	i	-0.3	i
CCCn1nc(NS(=O)(=O)c2ccccc2)c2cc3ccccc3nc21	i	i	11	i	i	i	i	i	i	-0.3	i
Cc1nnc(SCC(=O)O)o1	i	i	32	i	i	i	i	i	i	0.2	i
Oc1ccc(C(c2nnnn2CCc2ccccc2)N2CCN(c3nc4ccccc4s3)CC2)cc1 (configuration not stated)	i	i	21	i	i	i	i	i	i	-0.4	77*
Cc1ccc(OCC(=O)N2CCN(C(=O)c3cccnc3)CC2)cc1	i	i	4	i	i	i	i	i	i	0.5	i
COc1ccccc1CNC(=O)Cn1cnc2ccccc2c1=O	i	i	21	i	i	i	i	i	i	0.1	i
COc1ccc2[nH]c(CN3CCN(CCC(C)C)C(CCO)C3)c(C)c2c1 (configuration not stated)	i	i	-6	i	i	i	i	i	i	0.2	i
Cc1ccc2c(c1)N(CC(=O)N1CCN(c3ccccc3)CC1)C(=O)C(C)O2 (configuration not stated)	i	i	6	i	i	i	i	i	i	0.2	i
CC(=O)Nc1ccc(S(=O)(=O)Nc2nc3ccccc3nc2Nc2cccc(O)c2)cc1	i	i	24	i	i	i	i	i	i	0.1	i
CCOc1ccc(C(=O)c2ccc([N+](=O)[O-])cc2Cl)cc1	i	i	9	i	i	i	i	i	i	0.4	i
C=CCN1C=C2C(=O)C(C)(OC(=O)CCC(=O)OC)C(=O)C=C2C=C1C1CC1 (configuration not stated)	i	i	34	i	i	i	i	i	i	1.2	i
CCOc1ccccc1NC(=O)CSc1nnc(-c2ccco2)o1	i	i	14	i	i	i	i	i	i	-0.4	i
CC(=O)Oc1ccc(-c2nc3cc(Cl)ccc3c(=O)o2)cc1	i	i	39	i	i	i	i	i	i	-1.6	i

Bioassay records: PubChem, several laboratories

An excerpt (hit frequency here may not be typical).
